Compound activity (PubChem)
Rin1 Abl inh – human Rin1-Abl interaction inhibition | TR-FRET Rin1/Abl binding, biochemical | inhibition, % at 7.35 µM | hit rate 0.4% among 360,000; in the data active = inhibition above about 5%, passing the limit was not always enough
MLLE-PAM2 inh – blocks PAM2 peptide binding to the PABP1 MLLE domain | GST-MLLE / FITC-PAM2 fluorescence polarization | inhibition, % at 20 µM | hit rate 0.36% among 360,000; in the data active = inhibition above about 35%, passing the limit was not always enough;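 also: plate controls were DMSO wells with GST-MLLE for no effect and wells lacking GST-MLLE protein for full effect; some results filed as inactive read as strong as hits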
Target sequence (P11940 whole entry, looked up, the tested form may be a part): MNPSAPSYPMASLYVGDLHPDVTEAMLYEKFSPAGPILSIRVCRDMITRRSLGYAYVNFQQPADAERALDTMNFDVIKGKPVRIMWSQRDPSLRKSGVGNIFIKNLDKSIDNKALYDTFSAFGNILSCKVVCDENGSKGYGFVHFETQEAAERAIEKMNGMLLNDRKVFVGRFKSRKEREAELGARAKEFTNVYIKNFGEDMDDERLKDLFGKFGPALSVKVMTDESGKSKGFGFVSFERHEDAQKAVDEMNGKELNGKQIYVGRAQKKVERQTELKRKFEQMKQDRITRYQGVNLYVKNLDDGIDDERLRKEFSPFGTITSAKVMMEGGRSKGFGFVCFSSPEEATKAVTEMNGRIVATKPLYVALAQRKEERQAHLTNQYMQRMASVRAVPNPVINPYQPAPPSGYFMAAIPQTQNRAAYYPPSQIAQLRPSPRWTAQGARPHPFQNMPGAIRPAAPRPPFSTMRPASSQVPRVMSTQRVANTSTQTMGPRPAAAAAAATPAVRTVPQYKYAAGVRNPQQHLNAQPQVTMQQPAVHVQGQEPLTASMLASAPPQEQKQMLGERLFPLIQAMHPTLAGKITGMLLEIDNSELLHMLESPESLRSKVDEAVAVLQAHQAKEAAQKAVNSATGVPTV
FAS TE block – FAS thioesterase (human) inhibition; P49327; recombinant FAS-TE, OMFH fluorogenic substrate, fluorescence endpoint; inhibition, % at 15 µM; hit rate 0.67% among 360,000; AID 602261;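 active = compounds whose normalised, plate-corrected inhibition of enzyme fluorescence in the single-dose primary screen is 50% or more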;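 also: 0% = DMSO with enzyme and 100% = substrate without enzyme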
eLon inh – inhibits E. coli Lon protease; P0A9M0; purified E. coli Lon protease, fluorescence polarization; inhibition, % at 7.94 µM; hit rate 0.42% among 360,000; AID 602123; in the data active = inhibition above about 13%, passing the limit was not always enough;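 also: 0% = enzyme with probe and DMSO and 100% = no enzyme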
bovine MsrA act – activates bovine MsrA enzyme; purified bovine MsrA, absorbance read-out; activation, % at 10.6 µM; hit rate 0.3% among 360,000; in the data active = activation above about 7.5%;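 also: 0% = vehicle and 100% = reference activator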
Neddyl block – blocks human cullin neddylation | calls only at 25 µM | AID 651699 | P61081+Q13564 | hit rate 0.58% among 360,000 | TR-FRET cullin neddylation, biochemical; in the data active = inhibition above about 36%
TbMetRS inhib – blocks T. brucei methionyl-tRNA synthetase activity; purified T. brucei MetRS, ATP depletion, Kinase-Glo luminescence; inhibition, % at 11.9 µM; hit rate 0.4% among 360,000; AID 624268;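 active = inhibition above a per-plate cutoff of the control wells' mean inhibition plus 3 SD, cut at about 5.5% in these data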;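 also: 0% = DMSO wells median and 100% = median of wells with control inhibitor compound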
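Test system – parasite MetRS enzyme · Reagent – substrates ATP, L-methionine and bulk Escherichia coli tRNA · Doses – 11.9 µM compound single dose, 0.9% DMSO · Times – 15 min enzyme-compound preincubation, 2 h reaction, 10 min detection, 25 °C · Signal – Kinase-Glo luminescence, ATP depletion format · Controls – DMSO-only wells as low control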
MsrA inh – bovine MsrA inhibition; hit rate 0.75% among 360,000; AID 651718; purified bovine MsrA, absorbance read-out; inhibition, % at 15.5 µM; in the data active = inhibition above about 4.5%;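 also: 0% = vehicle wells with enzyme and 100% = reference inhibitor wells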
CSN inh – blocks human CSN-mediated cullin deneddylation | Q92905 | Purified CSN, SCF-Nedd8-OG deneddylation, fluorescence polarization | inhibition, % at 12.5 µM | hit rate 0.38% among 360,000 | AID 651999;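 active = pattern-corrected inhibition above about 35%, with an unprinted fluorescence ratio check between 0.5 and 1.5, limit read from the data, passing the limit was not always enough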;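 also: 0% = enzyme with substrate and 100% = substrate without enzyme; some results filed as inactive read as strong as hits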
Target sequence (Q92905 whole entry, looked up, one chain of several): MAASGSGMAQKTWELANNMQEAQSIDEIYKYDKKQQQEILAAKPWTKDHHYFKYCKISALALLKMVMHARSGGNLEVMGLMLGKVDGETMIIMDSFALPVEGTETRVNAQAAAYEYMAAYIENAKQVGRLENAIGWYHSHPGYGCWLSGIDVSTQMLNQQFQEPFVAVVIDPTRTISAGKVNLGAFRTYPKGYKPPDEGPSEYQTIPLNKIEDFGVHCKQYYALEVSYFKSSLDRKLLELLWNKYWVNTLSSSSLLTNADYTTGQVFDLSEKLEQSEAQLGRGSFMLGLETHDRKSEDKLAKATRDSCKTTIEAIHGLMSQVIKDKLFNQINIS
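Schedule: reaction 90 min, room temperature / Assay system: HEK293T-derived human Csn5 enzyme / Input: Csn5 at 0.24 nM final / Measure: inhibition of Csn5 cleavage, % / Control set: substrate-only high control, full reaction low control / Technique: fluorescence polarization of the substrate / Buffer or medium: Tris/NaCl/DTT buffer, pH 7.5 / Reagent: SCFSkp2-Nedd8OG substrate at 10 nM final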
* hit, by the source's call; i = inactive; / = not tested or not shown.

Values run as follows: TbMetRS inhib, MLLE-PAM2 inh, Neddyl block, FAS TE block, Rin1 Abl inh, MsrA inh, CSN inh, bovine MsrA act, eLon inh
> CCN(CC(=O)Nc1c(F)cccc1F)C(=O)/C=C/c1ccc(C)cc1
→ -0.5, 0, i, -3, -6, 0.9, -5, -3, 6
> Cn1c(O)c(N=NC(=O)c2cc(-c3cccs3)nc3ccccc23)c2ccccc21
→ -0.1, 30, i, 29, -1, 0.7, -2, 0, 4
> COc1ccc(/C=C/C(=O)OCC(=O)Nc2ccc(S(N)(=O)=O)cc2)cc1OC
→ -0.6, -14, i, -7, 0, 4.8*, 3, -7, -3
> CNc1ccc(S(=O)(=O)NCC(=O)NCCCc2ccccc2)cc1[N+](=O)[O-]
→ -0.4, 33, i, 6, -9, 2.6, 5, -2, -6
> CCOC(=O)C1=CCN(S(=O)(=O)c2ccccc2[N+](=O)[O-])C1c1ccc(C)cc1 (configuration not stated)
→ 0.4, -5, i, 21, 2, -1.0, -1, -1, 2
> Cc1ccc(NC2OC(CO)C(O)C2O)cc1[N+](=O)[O-] (configuration not stated)
→ -1.1, 10, i, -2, -1, 0.0, -2, -5, -2
> O=C(N/N=C/c1ccc(OC(F)F)cc1OC(F)F)c1ccc(Br)cc1
→ -0.5, 4, i, 5, -1, -1.2, 0, -4, 2
> CCN1CCC(NC(=O)c2cc(OC)c(OC)cc2OC)CC1
→ 0.1, -26, i, -3, 2, 0.3, -5, -1, -5
> COC(=O)[C@@]12CCCCN1[C@H](c1ccc(-c3cc(C(C)=O)cs3)c(OC)c1)[C@H]1C(=O)N(C)C(=O)[C@H]12
→ 0.1, 9, i, 3, 2, -0.1, -1, -2, 4
> CC(C)C[C@H]1CN(CCCC[C@@H]2CNC(=O)C(=O)N2Cc2ccccc2)C(=O)C(=O)N1CCc1ccccc1
→ -0.8, /, i, -7, /, 3.3, -6, -3, -6
> COc1ccc(S(=O)(=O)N2CCOCC2)cc1NC(=O)c1cc2ccccc2o1
→ -0.3, -15, i, 14, -1, -0.2, -2, -1, -16
> O=C(NNC(=S)Nc1ccc(Cl)cc1Cl)C1CC1
→ 0.5, 16, i, -10, 2, 0.0, -11, -1, 2
> C/C(=N\NC(=O)C1CC1c1ccccc1)c1ccc(C)s1 (configuration not stated)
→ -0.3, 6, i, -1, 0, 0.3, 1, -6, -21
> COc1cc(C(=O)NCCOc2cc(C)cc(C)c2)c(Br)c(OC)c1OC
→ -1.0, -5, i, 8, -2, -0.5, 3, 0, 4
> CSc1cccc(NC(=O)Cn2cnc(S(=O)(=O)N3CCCC3)c2)c1
→ 8.6*, -2, i, -4, 1, -1.0, 0, -3, -3
> O=C(c1ccc(-c2ccccc2Cl)s1)N1CCOCC1
→ 0.1, -6, i, -15, 4, -0.7, 2, -7, 12
> CCOC(=O)N1CCN(C(=O)C2CCC(=O)N(CCCc3ccccc3)C2)CC1 (configuration not stated)
→ -0.4, 8, i, -5, -3, 1.5, -1, -3, 11
> Cc1cc(C)c(S(=O)(=O)Nc2nnc(C)s2)c(C)c1
→ -0.8, 19, i, -1, 1, -0.8, 1, -10, -1
> Cc1ccc(S(=O)(=O)N2CCN(CC(=O)N/N=C\c3ccncc3)CC2)cc1
→ -0.2, 0, i, -5, -2, -0.3, -2, -3, 3
> CC1(C)CCCC2=C1CC1C(=O)N(O)C(=O)C1C2 (configuration not stated)
→ -1.8, -12, i, -11, 1, 0.1, -1, -13, 0
> CCOc1ccc(NS(=O)(=O)c2cnc(Cl)c(Cl)c2)cc1
→ -0.5, 5, i, 8, -3, -0.2, -1, 1, -5
> O=C(NCc1ccccn1)c1cccc(S(=O)(=O)N2CCCCC2)c1
→ 0.2, 9, i, -8, 2, -0.6, -3, -3, -8
> CC(Sc1nnc(-c2cccs2)n1-c1ccccc1)C(=O)NCc1ccco1 (configuration not stated)
→ -1.0, -28, i, -2, -1, 1.6, -2, -4, -4
> CNC(=O)C[C@H]1C(=O)N(c2ccc(OC)cc2)C[C@@H]1CSC
→ -0.5, -4, i, -9, 0, -1.1, 1, -1, -3
> CC(CC(=O)Nc1ccncc1)c1ccccc1 (configuration not stated)
→ 0.0, 1, i, -7, 0, -0.9, 2, -1, 5
> NC(=O)Nc1ccc(C(=O)OCC(=O)Nc2ccc(Cl)cn2)cc1
→ 0.3, 10, i, 0, -1, -0.3, -1, -1, 3
> CC(C)OC(=O)c1cc(NC(=O)C2C3C=CC(O3)C2C(=O)O)cc(C(=O)OC(C)C)c1 (configuration not stated)
→ -1.3, 16, i, -4, -1, -1.8, 3, -8, 15
> O=S(=O)(NCCSc1ccccn1)c1ccc(Br)cc1
→ -0.5, 2, i, 4, 5, 0.4, -8, -4, 7
> Cc1c(NC(=O)Nc2ccccc2Cl)c(=O)n(-c2ccccc2)n1C
→ -0.9, 5, i, -6, 1, -0.3, -1, -8, -6
> COC(=O)/C(=N/Nc1ccccc1C)Sc1nnc(C(O)c2ccccc2)n1-c1ccccc1 (configuration not stated)
→ -0.9, 22, i, 0, 1, 1.7, 3, -9, -8

In the list so far, these contain a nitro group on carbon:
Values run as follows: TbMetRS inhib, MLLE-PAM2 inh, Neddyl block, FAS TE block, Rin1 Abl inh, MsrA inh, CSN inh, bovine MsrA act, eLon inh
> CNc1ccc(S(=O)(=O)NCC(=O)NCCCc2ccccc2)cc1[N+](=O)[O-]
→ -0.4, 33, i, 6, -9, 2.6, 5, -2, -6
> CCOC(=O)C1=CCN(S(=O)(=O)c2ccccc2[N+](=O)[O-])C1c1ccc(C)cc1 (configuration not stated)
→ 0.4, -5, i, 21, 2, -1.0, -1, -1, 2
> Cc1ccc(NC2OC(CO)C(O)C2O)cc1[N+](=O)[O-] (configuration not stated)
→ -1.1, 10, i, -2, -1, 0.0, -2, -5, -2

The results go on.
Values run as follows: TbMetRS inhib, MLLE-PAM2 inh, Neddyl block, FAS TE block, Rin1 Abl inh, MsrA inh, CSN inh, bovine MsrA act, eLon inh
> COc1ccc(-n2c(CNC(=O)c3cc(OC)c(OC)c(OC)c3)n[nH]c2=S)cc1
→ 0.3, 25, i, -4, -2, -0.9, -3, 4, 7
> CCC(=O)N1CCC1(C)C(=O)Nc1cccc(OC)c1OC (configuration not stated)
→ 0.0, 0, i, -11, -3, 0.8, 2, -2, -9
> CN(C)CCCN1C(=O)C(O)=C(C(=O)c2cc3ccccc3o2)C1c1ccccc1 (configuration not stated)
→ -0.1, 0, i, -6, -10, 2.4, 1, -4, 6
> CC(Sc1ccc(Cl)cc1)C(=O)NCc1cccnc1 (configuration not stated)
→ -0.1, 5, i, -12, -1, 0.1, 3, -10, 6
> CNC(=S)N/N=C1\C(=O)c2cccc3cccc1c23
→ 0.1, 29, i, 10, -4, 1.5, -2, -1, 7
> O=C(/C=C/[C@H]1O[C@@H](n2ccc(=O)[nH]c2=O)[C@H](O)[C@@H]1O)N1CCN(Cc2ccc(F)cc2)CC1
→ 1.1, -2, i, -3, 3, -1.4, 3, 0, -10
> COc1ccc(OC)c(CNC(=O)CCn2nc(C)c3c(C)n(-c4ccccc4)nc3c2=O)c1
→ 0.4, -4, i, -6, -2, 1.6, 0, -2, -7
> Cc1cc(C)cc(C(=O)NCC(=O)OCc2cc([N+](=O)[O-])cc3c2OCOC3)c1
→ 0.6, -2, i, 21, 3, 1.4, -1, -3, 1
> CCOC(=O)C1=C(C)NC(C)=C(C(=O)OCC)C1c1cc2ccc(C)cc2[nH]c1=O
→ 0.5, 17, i, -5, 0, 2.3, 1, -3, -1
> O=C(COc1ccc2ccccc2c1)NNC(=O)c1cccs1
→ 0.6, 7, i, -8, -2, -1.8, -17, -4, 7
> OC(CNCc1ccco1)Cn1c2ccc(Br)cc2c2cc(Br)ccc21 (configuration not stated)
→ -0.6, 4, i, 22, 1, -0.7, 12, 1, -1
> COc1cc(C(=O)N(CCCO)Cc2cc3ccc(C)c(C)c3[nH]c2=O)cc(OC)c1OC
→ -0.4, -12, i, -9, -3, 3.1, -3, 1, 3
> Oc1ccc(-c2csc(-c3cccnc3)n2)c(O)c1
→ 0.0, 9, i, -1, -3, 3.2, -7, 2, -4
> Cc1ccc(NC(=O)CCc2nc3sc4c(c3c(=O)[nH]2)CCCC4)nc1
→ -0.3, -45, i, -3, -2, /, 16, -2, -32
> COc1cccc(C(=O)N2CCC(O)(c3cccnc3)CC2)c1
→ -1.1, -10, i, 2, 0, 0.5, 5, -8, 2
> CCC(=O)c1ccc(OCC(=O)OCC(=O)NCCCc2ccccc2)cc1
→ -0.3, -4, i, -6, 2, -2.4, -5, 0, -6
> O=C1CN(C(=O)COc2ccc(Br)cc2F)c2ccccc2N1
→ 2.8, -30, i, 3, -3, -0.2, -1, -8, 6
> Cc1cc(C(F)(F)F)n(-c2nc(C(=O)O)cs2)n1
→ -1.4, -9, i, -6, 3, 0.4, -3, -6, -6
> CCCOc1ccc(C(CC(=O)O)NC(=O)Cc2ccccc2)cc1 (configuration not stated)
→ -0.9, -2, i, -3, 2, -0.4, -3, 1, -5
> O=C(CCc1ccccc1)Nc1ccccc1
→ -0.7, 0, i, 0, 2, 0.9, 2, -1, -3
> COc1ccc(-c2sc3cc4c(cc3c2-c2ccc(OCCN3CCCCC3)cc2)OCO4)cc1
→ -1.4, 0, i, 21, -3, /, -2, 0, -4
> CC1(CCc2ccccc2)NC(=O)N(CC(=O)Nc2c(F)cccc2F)C1=O (configuration not stated)
→ -0.1, 8, i, -6, -3, -0.5, -3, -2, 3
> COc1ccccc1NC(=O)C1CCN(C(=O)NCc2ccccc2)CC1
→ -0.4, 11, i, -6, -1, 0.0, 3, -1, -22
> O=C(Nc1c(C(=O)N2CCCCC2)cnn1-c1ccccc1)c1ccccc1
→ -0.3, -8, i, -4, -2, -0.3, 3, -1, 6
> COC(=O)c1cccc(NC(=O)NC23CC4CC(CC(C4)C2)C3)c1
→ -0.2, 7, i, 13, 2, 0.3, -1, -9, -4
> O=C(CSc1nccc(=O)[nH]1)Nc1ccccc1Sc1ccccc1
→ -0.2, 17, i, -2, 1, -0.4, 0, -2, 2
> CCOC(=O)c1nn(-c2ccc(C)cc2)c2nc(Nc3ccccc3)cc(=O)n12
→ 0.0, 0, /, -6, -3, -0.7, 9, 0, -8
> O=C(CCNC(=O)Cn1ccc2ccccc2c1=O)NCCCN1CCN(c2ccc(F)cc2)CC1
→ -0.2, -12, i, -8, -3, -1.5, -1, -5, 1
> Cc1c[nH]c(=O)c([N+](=O)[O-])c1
→ -1.1, -6, i, -9, 1, 0.0, -1, -11, 0
> CC1(C)CC(=O)c2sc(NC(=O)c3ccc4ncsc4c3)nc2C1
→ -0.1, -18, i, -6, 0, 2.6, 2, -4, -19
